UbGFP stabilizer: proteasome inhibitors stabilizing ubiquitin-GFP reporter | Ubiquitin-GFP reporter cells, proteasome inhibition, GFP fluorescence; response scale: untreated = 0%, 10 µM MG-132 = 100% | Potency, µM (series often up to 45.9 µM), inactives show at the top dose activation (GFP accumulation), usual class: activators | 67,000 tested, under 10 active | AID 526; active means well fitted activation curve with a large enough effect, not every such curve was filed as active; inconclusive means small, poorly fitted or top-dose-only effect, or another doubt; inactive means no such curve, though single readings can be large or run the other way; further: potency means the concentration at half of the fitted maximal effect
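U2OS Ub(G76V)-GFP reporter; O/N plating, 0.5% FBS; cpd 46 uM–2.9 nM, 4 h, 37 °C; GFP+ cell count, 488/515 nm; norm. to basal vs 10 uM MG-132; CRC fit.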
Hsp90 Hop PPI: changes Hsp90-Hop TPR2A binding signal, up or down; AlphaScreen TPR2A-His6 binding biotin-Hsp90 C-terminal peptide; Potency, µM (highest dose often 57 µM), inactives show at the highest dose activity change, negative = inhibition; 71,000 compounds, 0.44% hits; active means well fitted curve in either direction with a large enough effect; inconclusive means small, poorly fitted or top-dose-only effect, or another doubt; further: potency means the concentration at half of the fitted maximal effect; on the % scale 0 is the no-effect control and ±100 the full control effect; many of its hits are not listed in these tables
HBB splice mod: hemoglobin beta splicing modulation; 65,000 compounds, 0.06% hits; Potency, µM (doses to about 46.1 µM), for inactives: at the top dose activation, usual class: activators; HBB splicing reporter cell assay, activation; EGFP reporter with mutant IVS2-654 intron; response scale: normalised to 500 nM splice-correcting PNA; further: potency means the concentration at half of the fitted maximal effect; 0% is about no effect
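Compounds were applied for 2 days to HeLa EGFP-654 cells, 500/well in Optimem with 2% FCS. The reporter's EGFP is disrupted by mis-splicing of beta-globin intron IVS2-654. Readout: summed well GFP fluorescence from 488 nm laser scanning; reference was 500 nM antisense […] 654 PNA.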
GFP derepression: epigenetic modulators derepressing GFP locus in mouse cells; AID 597; 68,000 compounds, 0.09% hits; Potency, µM (highest dose often 46.1 µM), without a hit: top-dose GFP derepression (activation); mouse C127i GFP locus derepression, cytometry, 30 h; further: % of control where 0% means no effect
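Derepression screen: silenced CMV-GFP reporter in murine C127i cells, 30 h compound incubation at 37 C, washed cells imaged by laser-scanning cytometer to enumerate GFP-expressing objects of 20 to 120 um.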
DNA Pol III inh: inhibitors of bacterial DNA polymerase III holoenzyme; reconstituted DNA polymerase III holoenzyme replication, biochemical; Potency, µM (titrated, usually from 57.1 µM), for inactives: at the highest dose activity change, negative = inhibition; 71,000 compounds, 0.25% hits; AID 603; further: potency means the concentration at half of the fitted maximal effect; on the % scale 0 is the no-effect control and ±100 the full control effect
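Reconstituted *E. coli* holoenzyme (0.35 nM Pol III, 1 nM beta, 154 nM SSB, 2 nM primase) was preincubated with compound for 15 min at RT. Synthesis on 1.4 nM ssM13Gori ran 35 min, then was stopped with PicoGreen/EDTA and read as dsDNA fluorescence.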
BRCT inh red: disrupts BRCA1 BRCT binding to phosphoprotein, red fluorophore readout; P38398; BRCT-phosphopeptide binding, red fluorescence polarization; Potency, µM (titrated, usually from 76.9 µM), without a hit: at the top dose activity change, negative = inhibition, most hits filed as inhibitors; 75,000 compounds, 0.03% hits; further: on the % scale 0 is the no-effect control and ±100 the full control effect
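Rhodamine-labelled pBACH1 10-mer (100 nM) bound to BRCT domain (100 nM) at pH 7.3; compounds incubated 12 min room temperature, polarization read. Free peptide defines full inhibition; unlabelled decapeptide titrated as control.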
USP2a inh: blocks human ubiquitin-specific protease USP2a. O75604. USP2a enzymatic assay, qHTS inhibition. Potency, µM (doses to about 38.3 µM), inactives show at the highest dose activity change, negative = inhibition, actives largely listed as inhibitors. 60,000 compounds, 0.1% hits. AID 927;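 further: potency means the concentration at half of the fitted maximal effect; nearly all actives have a fitted effect of over 60% in size; plate controls were DMSO for no effect and NEM full inhibition control for full effect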
Target sequence (O75604 whole entry, looked up): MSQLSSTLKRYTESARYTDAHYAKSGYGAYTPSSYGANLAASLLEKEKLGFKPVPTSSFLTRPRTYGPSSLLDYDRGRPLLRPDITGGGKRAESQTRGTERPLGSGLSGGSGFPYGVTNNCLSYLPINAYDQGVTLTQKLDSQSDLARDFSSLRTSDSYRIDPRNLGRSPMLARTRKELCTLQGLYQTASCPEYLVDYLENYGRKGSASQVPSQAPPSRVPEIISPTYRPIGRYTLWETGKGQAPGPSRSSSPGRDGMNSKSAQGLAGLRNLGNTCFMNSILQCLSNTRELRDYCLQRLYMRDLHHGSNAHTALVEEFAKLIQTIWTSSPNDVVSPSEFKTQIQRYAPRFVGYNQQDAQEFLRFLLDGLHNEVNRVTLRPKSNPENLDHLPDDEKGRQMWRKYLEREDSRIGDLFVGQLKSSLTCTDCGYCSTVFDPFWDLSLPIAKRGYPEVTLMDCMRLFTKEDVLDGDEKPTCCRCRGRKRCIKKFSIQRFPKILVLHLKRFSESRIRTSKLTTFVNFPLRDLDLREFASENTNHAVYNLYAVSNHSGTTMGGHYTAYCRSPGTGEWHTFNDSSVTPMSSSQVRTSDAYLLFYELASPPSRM
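USP2 core (20 nM final) was preincubated with compound for 30 min at RT in 20 mM Tris-HCl pH 8.0, 2 mM CaCl2, 2 mM beta-mercaptoethanol; Ub-PLA2 (20 nM) plus NBD C6-HPC (20 uM) then added, fluorescence read after 2.5 h.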
ALOX15 inhib: inhibitors of human 15-lipoxygenase (ALOX15) | AID 887 | purified 15hLO-1, xylenol orange hydroperoxide absorbance | Potency, µM (doses to about 57.1 µM), for inactives: top-dose activity change, negative = inhibition, hits mostly inhibitors | 74,000 compounds, 1.4% hits | P16050; further: potency means the concentration at half of the fitted maximal effect; on the % scale 0 is the no-effect control and ±100 the full control effect; nearly all actives have a fitted effect of over 55% in size
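Quantitative HTS in 25 mM Hepes pH 7.5 containing 0.01% Triton X-100: human 15hLO-1 at 40 nM, arachidonic acid at 50 uM, 6 min turnover. Product quantified via ferrous oxidation/xylenol orange, 573:405 nm absorbance ratio.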
HADH2 inhib: inhibitors of human HADH2 dehydrogenase | Q99714 | 73,000 compounds, 3.4% hits | Potency, µM (titrated, usually from 57.1 µM), without a hit: at the top dose activity change, negative = inhibition, hits mostly inhibitors | recombinant HADH2, NADH fluorescence, beta-hydroxybutyryl-CoA; further: potency means the concentration at half of the fitted maximal effect; on the % scale 0 is the no-effect control and ±100 the full control effect; nearly all actives have a fitted effect of over 60% in size; many of its hits are not listed in these tables
Target sequence (Q99714 whole entry, looked up, one chain of several): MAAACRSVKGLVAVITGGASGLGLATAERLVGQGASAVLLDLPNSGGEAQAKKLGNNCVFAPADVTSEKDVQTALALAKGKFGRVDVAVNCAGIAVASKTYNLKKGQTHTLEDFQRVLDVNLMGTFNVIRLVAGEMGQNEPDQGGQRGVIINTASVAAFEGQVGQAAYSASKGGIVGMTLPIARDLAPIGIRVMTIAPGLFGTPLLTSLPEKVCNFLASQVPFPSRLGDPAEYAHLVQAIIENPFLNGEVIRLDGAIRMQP
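20 nM HADH2 + cpd, 15 min RT; add 1 mM NAD+/90 uM beta-hydroxybutyryl-CoA; kinetic fluorescence 360/450 nm, 4 min. Tris-HCl pH 9.0, 0.01% Tween-20.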
BRCT PPI green: inhibitors of human BRCA1 BRCT-phosphoprotein interaction (green fluorophore); 75,000 compounds, 0.05% hits; Potency, µM (doses to about 76.9 µM), for the others: at the top dose activity change, negative = inhibition, hits mostly inhibitors; BRCA1 BRCT-phosphopeptide binding, green fluorescence polarization;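 further: potency means the concentration at half of the fitted maximal effect; plate controls were peptide without protein for full effect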
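Fluorescence polarization: His-tagged BRCT (~35 kDa BRCA1 C-terminus, 250 nM) bound to 100 nM fluorescein-labeled phosphorylated 10-aa BACH1 peptide, pH 7.3 phosphate buffer with DTT and Tween 20. Compounds incubated 12 min at room temperature; inhibition read as lowered polarization.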
CRE-bla Fsk: CRE-bla signaling modulation under forskolin stimulation; AID 662; Potency, µM (series often up to 38.2 µM), inactives show at the highest dose activity change, negative = inhibition, usual class: activators; 71,000 compounds, 2.5% hits; CHO CRE-bla reporter (cAMP response element driving beta-lactamase), forskolin EC10, beta-lactamase ratio; active means well fitted activation curve with a large enough effect in the signal ratio, with a control signal flat, not every such curve was filed as active; inconclusive means small, poorly fitted or top-dose-only effect, or effect the other way, or a change in a side signal; the % refers to the signal ratio; further: potency means the concentration at half of the fitted maximal effect; % of control where 0% means no effect
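Cells were plated overnight at 37 °C, exposed to compound titrations plus EC10 NKH 477 for 3 h, then given CCF4 dye for 2 h at room temperature. Blue/green (460/530 nm) ratio was converted to %Activity and AC50 values calculated.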
* marks the source's active call; other numbers are inactive results; ? = inconclusive; . = not tested or not shown; [ ] = dose if it differs, or a comment. Unless noted, the call rests on the fitted dose curve; in most records, active means well fitted curve in the direction sought with a large enough effect; inconclusive means small, poorly fitted or top-dose-only effect, or another doubt; inactive means no such curve, though single readings can be large; an effect the other way counts as inactive or inconclusive. These rows are one share of the data; rates above refer to the full screens.

smiles	UbGFP stabilizer	Hsp90 Hop PPI	HBB splice mod	GFP derepression	DNA Pol III inh	BRCT inh red	USP2a inh	ALOX15 inhib	HADH2 inhib	BRCT PPI green	CRE-bla Fsk
COCCNS(=O)(=O)c1ccc(-c2ccc(S(=O)(=O)NCCOC)cc2)cc1	.	-1%	-1.3%[0.369 µM]	-2%	-10%	0.2%	7%	0%	12%	-0.7%	-2%
CCOC(=O)N1CCN(S(=O)(=O)c2ccc3c(c2)SC(C)C(=O)N3)CC1 (configuration not stated)	3%	-6%	0.6%[0.369 µM]	0%	1%	0.6%	-1%	9%	0%	-3.7%	4%
CCOC(=O)c1cccc(NC(=O)CSc2nnc(COc3ccccc3C)o2)c1	2%	-2%	.	0%	-3%	-2.8%	-1%	-2%	-4%	-1.5%	1%
CCC(c1nnnn1Cc1ccc(F)cc1)N(CCCO)Cc1cc2cc3c(cc2[nH]c1=O)OCO3 (configuration not stated)	2%	-4%	.	0%	-5%	-1.1%	17%	-10%	-2%	0.0%	6%
Cn1c(=O)c2c(-c3ccccc3)n(Cc3cccnc3)cc2n(C)c1=O	-4%	0%	-1.2%[57.5 µM]	2%	-1%	-0.5%	3%	1%	-5%	-0.5%	2%
COc1ccc(C(c2nnnn2CC2CCCO2)N2CCN(c3ccccc3)CC2)cc1 (configuration not stated)	-2%	-8%	0.3%	0%	-4%	-1.3%	10%	-20%	2%	-0.6%	-23%
C[C@H](NC[C@H](O)CP(=O)(O)Cc1ccccc1)c1ccc(Cl)c(Cl)c1	4%	-2%	.	?	-3%	-0.4%	.	-27%[25.6 µM]	5%	-0.7%	?
O=C(c1cc(Cl)cc(Cl)c1)N1CCOCC1	-2%	-3%	-1.2%	2%	-1%	-0.3%	-1%	5%	2%	0.1%	?
CCNc1nc(Oc2ccc(=O)n(-c3ccccc3)n2)nc(N2CCOCC2)n1	4%	-3%	-0.5%	-2%	1%	0.2%	0%	-3%	-3%	0.2%	?
COC(=O)[C@@]1(Cc2ccccc2)[C@H]2c3cc(C(=O)N4CCCC4)n(Cc4ccc(S(C)(=O)=O)cc4)c3C[C@H]2CN1C(=O)c1ccccc1	.	-4%	-0.4%	.	0%	0.0%	.	.	3%	1.7%	-27%
Cc1cc(C(=O)OCC(=O)c2c(N)n(C)c(=O)n(C)c2=O)c(C)n1-c1ccccc1	-7%	3%	0.0%[57.5 µM]	0%	-6%	-0.3%	8%	8%	10%	-0.2%	?
Cc1ccc2c(c1)c(C)c(C)n2CC(O)Cn1nnc2ccccc21 (configuration not stated)	1%	-18%	.	0%	-3%	-1.7%	9%	?	1%	-4.1%	0%
COC(=O)c1ccccc1NC(=O)Nc1ccc(C(=O)N2CCCC2)cc1	-4%	4%	3.7%	0%	3%	-1.3%	-4%	4%	-1%	-0.3%	-8%
COc1ccc(CCNc2cc(=O)[nH]c(N)n2)cc1	0%	-4%	1.2%	2%	-8%	0.1%	18%	-10%	0%	-2.0%	?
COc1ccc(-c2nnc3sc(COc4ccc(C)cc4)nn23)cc1	3%	1%	-4.1%[0.369 µM]	0%	-4%	-0.7%	1%	-11%	6%	3.1%	7%
O=c1c2ccccc2oc2nc(-c3ccco3)n(Cc3ccccc3)c(=O)c12	11%	0%	1.3%	10%	-2%	-2.9%	18%	-6%	8%	-0.5%	?
CCOc1cc2[nH]c(=O)n(CCCC(=O)NCc3ccco3)c(=O)c2cc1OCC	-4%	?	-0.8%	-1%	0%	-0.5%	5%	3%	14%	-0.9%	-1%
COc1ccc2c(c1)c1nnc(SCC(=O)N3C(C)CCCC3C)nc1n2C (configuration not stated)	-1%	2%	-0.6%[57.5 µM]	0%	-6%	2.5%	.	1%	8%	-1.7%	0.79µM*
COc1cc(C(=O)N2CCC(NC(=O)C(Cc3ccc(C)cc3)NC(C)=O)CC2)cc(OC)c1OC (configuration not stated)	-1%	-2%	-3.4%	-2%	2%	-0.3%	0%	9%	14%	-1.2%	?
Cc1cc(=O)n(CC(C)O)c(O)c1C#N (configuration not stated)	3%	-2%	0.2%[57.5 µM]	-2%	-4%	-3.0%	.	4%	-18%	-0.2%	0%
O=C1c2ccccc2C(=O)N1CCc1nc2ccccc2c(=O)n1-c1ccccn1	0%	-3%	-1.0%	6%	-6%	0.7%	14%	11%	3%	-0.6%	?
CC(C)C(c1nnnn1Cc1ccccc1)N1CCC(C(N)=O)CC1 (configuration not stated)	-2%	-1%	.	0%	-6%	1.5%	17%	1%	13%	-1.2%	1%
COc1ccccc1-c1cncnc1-n1ccnc1	-5%	-3%	1.3%	6%[9.22 µM]	-5%	-1.1%	-24%	-13%	0%	0.4%	-11%
Cc1ccccc1-c1noc(N)c1C#N	6%	-3%	6.3%	0%	-5%	-1.4%	-1%	-3%	-4%	1.7%	-13%
CCOC(=O)CSc1nc2c(c(-c3ccc(C)o3)c1C#N)CCCC2	-3%	21%	-6.9%	0%	0%	0.4%	-10%	?	?	2.8%	2%
CCOc1cccc(NC(=O)C(Cc2cccs2)c2nn[nH]n2)c1 (configuration not stated)	-1%	-1%	0.8%[57.5 µM]	0%	-7%	0.4%	.	10%	-7%	-0.6%	7%
CCOC(=O)Cc1nc2ccccc2[nH]1	0%	-5%	1.1%	3%	-4%	-0.6%	-10%	10%	3%	-2.7%	-2%
COc1cc(C2C(C(=O)c3ccc(C)o3)=C(O)C(=O)N2c2cc(C)on2)ccc1O (configuration not stated)	-2%	-1%	5.7%	5%	-6%	2.2%	21%	-15%	-21%	-1.1%	-20%
COC(=O)c1ccccc1NC(=O)C1CC(=O)N(c2ccc(F)cc2)C1 (configuration not stated)	-2%	-5%	-0.4%[57.5 µM]	6%	0%	3.0%	.	5%	6%	-1.7%	11%
CCNC(=O)CP(=O)(c1ccccc1)c1ccccc1	-18%[9.17 µM]	-4%[11 µM]	-2.3%[0.0738 µM]	-2%	2%[11.4 µM]	0.6%	4%[7.66 µM]	8%[11.4 µM]	6%[11.4 µM]	0.2%	-16%[7.6 µM]
COc1ccc(C2NC3=C(CCC3)C3(C#N)C4(N=C(N)C23C#N)OCCO4)cc1 (configuration not stated)	1%	-2%	-2.1%[57.5 µM]	0%	1%	-2.0%	8%	1%	7%	-0.2%	3%
N=c1c2c(-c3ccccc3)c(-c3ccccc3)oc2ncn1CCCN1CCOCC1	3%	-10%	-1.5%[0.369 µM]	3%	-9%	0.9%	46%[activator]	-8%	9%	-8.1%	?
N=c1ccn(Cc2ccc(Cl)c(Cl)c2)cc1	8%	-2%	-0.9%[1.84 µM]	0%	4%	-0.6%	0%	-3%	7%	0.6%	?
CCCc1cc(=O)n2[nH]c(-c3cc(OC)c(OC)c(OC)c3)nc2n1	1%	-1%	-2.7%	3%	-2%	-0.3%	5%	-20%	11%	-1.2%	28%
COc1cccc(C2C3=C(CCCC3=O)Nc3nc4ccccc4n32)c1OC (configuration not stated)	-8%	3%	-3.0%	0%	-2%	0.6%	5%	3%	13µM*	-3.3%	?

Part of the list above with just USP2a inh and DNA Pol III inh:
structure	USP2a inh	DNA Pol III inh
CCOC(=O)Cc1nc2ccccc2[nH]1	-10%	-4%
CCCc1cc(=O)n2[nH]c(-c3cc(OC)c(OC)c(OC)c3)nc2n1	5%	-2%
